EPAC1 ag = EPAC1 (human) agonism. O95398. EPAC1 agonist qHTS, biochemical assay; response scale: 100% = response to 6.5 mM cAMP. Potency, µM (titrated, usually from 154 µM), inactives show top-dose activation, usual class: activators. 360,000 tested, 0.073% active. AID 720707; further: potency means the concentration at half of the fitted maximal effect; nearly all actives have a fitted effect of over 60% in size
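Multi-concentration qHTS readout: loss of Rap1B-bound BODIPY-GDP fluorescence driven by 100 nM EPAC1 with excess GDP (50 uM), monitored kinetically at room temperature; agonist response expressed relative to 6.5 mM cAMP.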
CCT chaperon mod = changes cytosolic chaperonin activity; purified chaperonin ATPase assay, HTRF ADP detection, 30 min; activity change, % (no concentration beside the values), hits read low; 360,000 tested, 0.3% active; AID 651819; in the data active means activity change below about -30%; further: on the % scale 0 is the no-effect control and ±100 the full control effect
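ATPase activity: ADP formed was measured by HTRF Transcreener (665/615 nm ratio) after 30 min at 37 deg C with 10 uM ATP. Compounds screened at one 76 uM concentration against 40 or 20 nM TRiC in Tris pH 7.4/KCl/MgCl2/DTT buffer.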
PI5P4K alpha inh = PI5P4K alpha (human) kinase inhibition. P48426. PI5P4Kalpha enzyme, ADP-Glo luminescence, 60 min; active compounds read low. max response, %. 330,000 tested, 1.2% active; active means max response of -50% or lower; inconclusive means between -30% and -50%; inactive means -30% or higher; further: value at the top dose of about 77 µM; on the % scale 0 is the no-effect control and ±100 the full control effect
Target sequence (P48426 whole entry, looked up): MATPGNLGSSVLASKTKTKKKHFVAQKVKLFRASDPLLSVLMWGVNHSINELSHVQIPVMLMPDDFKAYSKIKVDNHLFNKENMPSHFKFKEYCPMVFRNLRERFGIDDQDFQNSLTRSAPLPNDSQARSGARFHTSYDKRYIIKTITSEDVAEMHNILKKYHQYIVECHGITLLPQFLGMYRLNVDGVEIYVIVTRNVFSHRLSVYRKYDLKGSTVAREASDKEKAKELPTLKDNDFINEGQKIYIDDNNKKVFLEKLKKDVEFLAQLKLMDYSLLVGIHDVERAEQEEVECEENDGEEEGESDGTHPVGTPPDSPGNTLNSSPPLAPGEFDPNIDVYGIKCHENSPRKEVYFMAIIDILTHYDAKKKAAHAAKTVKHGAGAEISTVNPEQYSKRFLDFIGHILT
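ADP-Glo luminescence end-point after a 60 min room-temperature kinase reaction. PI5P4Kalpha and substrate in HEPES pH 7.4 buffer with EGTA, 0.1% CHAPS and 5% DMSO; ATP at 5 microM final.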
EPAC2 agonist = activates human EPAC2 exchange factor | Q8WZA2 | EPAC2 activation, biochemical qHTS; response scale: 100% = 6.5 mM cAMP response | Potency, µM (series often up to 154 µM), for inactives: top-dose activation, actives largely listed as activators | 360,000 tested, 0.079% active | AID 720711; further: potency means the concentration at half of the fitted maximal effect; nearly all actives have a fitted effect of over 50% in size
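Compounds were added across a concentration range to EPAC2 (100 nM), RAP1B-BODIPY-GDP (250 nM) and GDP (50 uM). After 5 min at room temperature, fluorescence was recorded at 5-min intervals for 30 min.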
WRN inhibitor = blocks human WRN helicase | Q14191 | WRN helicase unwinding, fluorescent forked duplex, kinetic | Potency, µM (top dose mostly 114 µM), inactives show top-dose activity change, negative = inhibition, actives largely listed as inhibitors | 360,000 tested, 0.46% active; further: potency means the concentration at half of the fitted maximal effect; on the % scale 0 is the no-effect control and ±100 the full control effect; nearly all actives have a fitted effect of over 55% in size
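Primary qHTS, 1536-well format. 20 nM WRN + compound, 15 min RT; start with 100 nM forked fluorophore/quencher duplex, 2 mM ATP (final); kinetic read ex 525/em 598 nm.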
EPAC1 antagonist = blocks human EPAC1 exchange factor; O95398; EPAC1 GEF assay, Rap1b-BODIPY-GDP exchange fluorescence; 360,000 tested, 0.14% active; Potency, µM (top dose mostly 115 µM), for the others: at the top dose activity change, negative = inhibition, hits mostly inhibitors;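 further: potency means the concentration at half of the fitted maximal effect; plate controls were vehicle for no effect and positive control for full effect; nearly all actives have a fitted effect of over 50% in size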
IL-2 act = activates IL-2 in a cell-based reporter assay. activation, % (series mostly up to about 46 µM). AID 652025. 360,000 tested, 0.065% active. IL-2 activation reporter assay, cell-based qHTS; stimulated with anti-CD3/CD4/CD28 beads; in transgenic mouse T cells; in the data active means activation above about 50%; inconclusive means mostly about 30% to 49%; further: 0% is about no effect
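EGFP and DsRed fluorescence is measured by plate cytometry in unstimulated transgenic mouse T cells exposed to compound for 60 minutes, then stimulated 18 hours at 37 degrees C with anti-CD3/anti-CD4 beads plus anti-CD28.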
PLK1 PBD inh = blocks phosphopeptide binding to human PLK1 polo-box domain; Plk1 PBD binding of FITC phosphopeptide, fluorescence polarization; AID 720504; P53350; Potency, µM, without a hit: max response, negative = inhibition, actives largely listed as inhibitors; 360,000 tested, 2.8% active; further: potency means the concentration at half of the fitted maximal effect; series mostly up to about 57 µM; on the % scale 0 is the no-effect control and ±100 the full control effect; nearly all actives have a fitted effect of over 65% in size
Target sequence (P53350 whole entry, looked up, the tested form may be a part): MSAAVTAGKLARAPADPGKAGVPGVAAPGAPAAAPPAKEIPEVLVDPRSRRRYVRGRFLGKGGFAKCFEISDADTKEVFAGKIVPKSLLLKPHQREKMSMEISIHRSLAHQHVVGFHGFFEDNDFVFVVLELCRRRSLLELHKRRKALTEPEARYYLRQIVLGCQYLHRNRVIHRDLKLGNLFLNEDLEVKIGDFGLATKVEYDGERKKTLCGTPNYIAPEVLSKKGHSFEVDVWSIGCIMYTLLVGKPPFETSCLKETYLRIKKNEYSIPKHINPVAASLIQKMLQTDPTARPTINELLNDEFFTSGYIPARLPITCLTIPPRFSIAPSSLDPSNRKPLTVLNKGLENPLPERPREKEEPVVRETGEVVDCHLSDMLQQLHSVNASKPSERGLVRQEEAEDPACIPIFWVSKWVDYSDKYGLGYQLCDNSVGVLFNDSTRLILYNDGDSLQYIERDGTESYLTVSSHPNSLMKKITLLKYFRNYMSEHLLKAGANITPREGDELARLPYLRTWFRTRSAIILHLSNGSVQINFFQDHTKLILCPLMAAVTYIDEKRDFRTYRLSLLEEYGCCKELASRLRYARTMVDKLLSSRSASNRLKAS
The depositor's hits bear a star; ? = inconclusive; nt = not tested or not shown; [ ] = dose if it differs, or a comment. Unless noted, the call rests on the fitted dose curve; in most records, active means well fitted curve in the direction sought with a large enough effect; inconclusive means small, poorly fitted or top-dose-only effect, or another doubt; inactive means no such curve, though single readings can be large; an effect the other way counts as inactive or inconclusive. Only part of the results is shown; rates above refer to the full screens.

SMILES	EPAC1 ag	CCT chaperon mod	PI5P4K alpha inh	EPAC2 agonist	WRN inhibitor	EPAC1 antagonist	IL-2 act	PLK1 PBD inh
CCOc1cc2c(cc1OCC)-n1cccc1C(c1ccccc1OC)NC2 (stereo not drawn)	6%	-0.6	4	11%	4%	-2%	1.7	-4%
CN(C)c1ccc(NC(=O)CN2C(=O)CN=C(c3ccccc3)c3ccccc32)cc1	16%	2.8	-15	-6%	-6%	1%	0.7	-9%
O=C1NC(=O)C(CCc2ccncc2)(C2CCCCC2)C(=O)N1	-2%	1.1	16	-2%	-11%	11%	-2.7	0%
Cc1cc(C(=O)Nc2ccccc2)nn1C(C)(C)C	-5%	0.5	3	1%	-3%	-14%	-2.4	1%
O=c1c2ccccc2nc(/C=C/c2ccccc2)n1-c1ccc(O)cc1	5%	1.0	-3	13%	-11%	6%	0.0	-10%
S=C(NCCc1ccccc1)N1Cc2cc(-c3ccccc3)ccc2-n2nncc2C1	11%	-0.7	22	8%	-4%	-4%	0.3	2%
CCC(c1nnnn1-c1ccc(OC)cc1)N1CCC(n2c(=O)[nH]c3ccccc32)CC1 (stereo not drawn)	8%	-3.5	0	8%	-1%	10%	1.1	-1%
COC(=O)C1=C(c2cc3ccccc3o2)C[C@@H]2CC[C@H]1N2C(=O)NCc1ccc(F)cc1	4%	-0.4	-2	6%	-3%	-16%	-0.2	5%
Cc1nc2ccccc2c(=O)n1/N=C/c1cc(Br)cc(Br)c1O	3%	-0.3	?	11%	-35%	7%	0.8	-2%
Clc1ccc(COC(Cn2ccnc2)c2ccc(Cl)cc2Cl)cc1 (stereo not drawn)	-8%	-0.8	20	11%	-5%	-10%	-0.7	-1%
CC(NC(=O)Cc1cccc2ccccc12)C(=O)N1CCC(=O)CC1 (stereo not drawn)	9%	-0.1	0	7%	-1%	-3%	-0.6	-3%
CCC1([N+](=O)[O-])COP(N)(=O)OC1 (stereo not drawn)	14%	-1.2	1	7%	0%	2%	-0.4	2%
c1ccc2c(CN3CCCCCC3)c[nH]c2c1	-2%	-0.2	0	11%	0%	-2%	-3.3	-13%
COc1ccc(C(CNC(=O)c2ccc3c(c2)CCC3)N(C)C)cc1 (stereo not drawn)	12%	-1.3	-9	12%	-2%	6%	0.6	-17%
C[C@]12CCC3C(CC[C@H]4C[C@@H](O)CC[C@]34C)C1CC[C@@H]2O (stereo partly drawn)	5%	-1.6	8	12%	-11%	-6%	-0.8	4%
CN(C(=O)Oc1cccc2cccnc12)c1ccccc1	nt	-5.0	nt	8%	1%	16%	-1.9	-6%
COc1ccccc1CN1CCCCC1c1cccnc1 (stereo not drawn)	4%	0.4	nt	8%	2%	-8%	-1.8	-6%
COc1ccc(CNC(=O)c2sc(=O)n(Cc3ccc(C)cc3)c2C)cc1OC	-18%	-0.3	9	13%	-1%[57.1 µM]	?	-0.8	-9%
O=C(c1ccc(CS(=O)(=O)c2ccccc2)o1)N1CCC2(CC1)OCCO2	-1%	-0.5	nt	-3%	-6%[11.6 µM]	-2%	-1.8	-3%
COC(=O)C1=C(c2ccc(F)cc2OCc2ccccc2)C[C@@H]2CC[C@H]1N2C(=O)NC1CCCCC1	-9%	-3.4	-4	2%	-2%	-23%	-3.3	1%
CN(C)C(=O)Oc1ccc2oc(=O)cc(-c3cc4ccccc4o3)c2c1	12%	-3.3	2	15%	12%	9%	-2.0	-8%
Cc1nonc1OCCNc1ccc([N+](=O)[O-])c2cccnc12	10%	-4.3	-4	7%	-1%	-23%	-2.8	-8%
CC(C)N1C(=O)CCC1C(=O)N1CCC2(CC1)OCCO2 (stereo not drawn)	5%	-0.6	nt	6%	-7%	-8%	-0.2	-7%
O=C1C2CCCN2C(c2cccnc2)N1c1cccc(Cl)c1 (stereo not drawn)	-24%	0.7	2	6%	-7%	14%	-3.2	3%
O=P(C(c1c[nH]c2ccccc12)N1CCOCC1)(N1CCOCC1)N1CCOCC1 (stereo not drawn)	0%	-1.0	4	-7%	2%	-6%	0.5	-14%
CCN(CC)C(=O)c1ccc(NC(=O)COc2ccc([N+](=O)[O-])cc2Cl)cc1	-3%	1.1	0	-2%	-19%	-9%	-0.1	-5%
CCCOC(=O)C1C2c3ccccc3C(c3ccccc32)C1C(=O)O (stereo not drawn)	9%	3.0	2	1%	-3%	10%	-2.4	-5%
CCOC(=O)C(NS(=O)(=O)c1ccc(C)cc1)(C(F)(F)F)P(=O)(OCC(C)C)OCC(C)C (stereo not drawn)	-19%	-0.8	-30	-12%	?	?	-4.5	?
Nc1ncn[nH]1	4%	-2.1	-4	11%	6%	-10%	-0.8	-2%
O=C1NC(=O)C(=Cc2ccc(-c3ccc(F)cc3O)o2)C(=O)N1	7%	0.5	-87*	-10%	-6%[11.6 µM]	-27%	-0.3	1.2µM*
CN1C(=O)C(O)N=C(c2ccccc2)c2ccccc21 (stereo not drawn)	-3%	0.3	2	-8%	-9%	-13%	-0.4	1%
CCN(c1ccc(C(O)(C(=O)OC)C(F)(F)F)cc1)S(=O)(=O)c1ccccc1 (stereo not drawn)	-3%	0.9	1	5%	-5%	-6%	-0.4	27µM*
CCN(CC)CCNC(=O)c1c(O)c2ccccc2n(Cc2ccccc2)c1=O	7%	-2.2	-4	8%	12%[57.1 µM]	-6%	-3.1	-9%
CN1CCN(C(=S)c2ccc([N+](=O)[O-])cc2)CC1	3%	0.2	-14	10%	?	10%	0.3	5.3µM*
CCOC(=O)CNC(=O)N1Cc2cc(-c3cccc(F)c3)ccc2-n2nncc2C1	3%	1.0	4	4%	-1%	-6%	0.8	-3%
CCOC(=O)CNC(=O)CNC(=O)C(Cc1ccc(N(CCCl)CCCl)cc1)NC(C)=O (stereo not drawn)	4%	-0.2	0	5%	7%	-7%	0.2	1%
Cn1c2ccccc2c2c(C(=O)N3CCC4(CC3)OCCO4)cn(C3CCCCC3)c(=O)c21	3%	0.1	6	2%	0%[57.1 µM]	-5%	-1.3	-4%
CC(=O)N1CCC2(CC1)CC(=O)c1cc(OCC(=O)N3CCN(C)CC3)ccc1O2	4%	-27	nt	9%	3%	-5%	2.8	-10%
COP(=O)(OC)C(Nc1ccccn1)c1ccccc1 (stereo not drawn)	8%	-2.4	-6	3%	-3%	5%	-5.9	3%
COc1ccc(CC2C(=O)N(c3ccccc3)C(=O)N(c3ccccc3)C2=O)c(OC)c1	0%	-2.3	nt	1%	-7%	-1%	-1.0	-6%

Complete entries from above. Screens in order: EPAC1 ag, CCT chaperon mod, PI5P4K alpha inh, EPAC2 agonist, WRN inhibitor, EPAC1 antagonist, IL-2 act, PLK1 PBD inh
Shown for `CCOC(=O)C(NS(=O)(=O)c1ccc(C)cc1)(C(F)(F)F)P(=O)(OCC(C)C)OCC(C)C` (stereo not drawn) → -19%, -0.8, -30, -12%, ?, ?, -4.5, ?
Shown for `Nc1ncn[nH]1` → 4%, -2.1, -4, 11%, 6%, -10%, -0.8, -2%
Shown for `CCCOC(=O)C1C2c3ccccc3C(c3ccccc32)C1C(=O)O` (stereo not drawn) → 9%, 3.0, 2, 1%, -3%, 10%, -2.4, -5%
Shown for `O=C1NC(=O)C(=Cc2ccc(-c3ccc(F)cc3O)o2)C(=O)N1` → 7%, 0.5, -87*, -10%, -6%[11.6 µM], -27%, -0.3, 1.2µM*

Next part
SMILES	EPAC1 ag	CCT chaperon mod	PI5P4K alpha inh	EPAC2 agonist	WRN inhibitor	EPAC1 antagonist	IL-2 act	PLK1 PBD inh
CCc1ccc(OCC(=O)N2CCN(Cc3ccc4c(c3)OCO4)CC2)cc1	2%	-2.0	10	13%	-2%	7%	3.3	-2%
O=C(COc1ccc(Br)cc1)N1CCN(C2CCCC2)CC1	1%	-2.3	-6	1%	-10%[57.1 µM]	10%	1.9	-3%
O=C1NC(=O)C(Cc2ccccc2)C(=O)N1	6%	-0.2	-29	1%	-10%	-11%	-0.1	-6%
O=C(Cc1ccccc1)NC(Oc1ccccc1Cl)C(Cl)(Cl)Cl (stereo not drawn)	10%	-6.5	6	1%	-10%	-3%	-1.7	?
COc1ccc(CN2Cc3cnnn3-c3ccccc3C2c2ccccc2)cc1 (stereo not drawn)	15%	2.0	5	11%	-7%	-9%	-0.3	-5%
CS(=O)(=O)c1ccc(C(=O)N2CCC(C(=O)O)(c3ccccc3)CC2)cc1	0%	0.8	-8	3%	-7%	0%	-0.5	-2%
O=C1NC(=O)C(=Cc2ccc(N3CCOCC3)cc2)C(=O)N1	7%	0.3	-16	-2%	-28%	12%	0.6	9.5µM*
CCCNC(=O)c1c(N)n(Cc2ccc3c(c2)OCO3)c2nc3ccccc3nc12	8%	-2.3	1	13%	-4%	-8%	2.9	-4%
CCCc1cc(=O)oc2cc(OCC(=O)N3CCC(C(=O)O)(c4ccccc4)CC3)ccc12	-17%	1.2	0	2%	-2%	2%	-0.1	-4%
Cc1cc2c(cc1C)NP(=S)(c1ccccc1)N2	-3%	0.0	-16	13%	-19%	-8%	0.6	-16%
O=c1[nH]c2ccccc2n1C1CCN(C(c2ccnc3ccccc23)c2nnnn2-c2ccc3c(c2)OCCO3)CC1 (stereo not drawn)	5%	-1.3	7	7%	-2%	6%	-0.3	2%
O=P(O)(O)COc1ccccc1O	-2%	-0.3	nt	8%	0%	2%	-1.1	1%
CC(C)C12CN3CC(C(C)C)(CN(C1)C3c1cccnc1)C2=O (stereo not drawn)	12%	-4.0	-9	-1%	5%	7%	0.0	-7%
CCOC(=O)[C@@H]1[C@H]2COc3ccc(Br)cc3[C@@H]2N2C(=O)N(c3cccc(C)c3)C(=O)[C@]12C	-8%	-0.8	-1	18%	2%	?	-0.3	-17%
Cc1cccc(C(O)(C(=O)O)c2ccccc2)c1 (stereo not drawn)	1%	-1.8	18	-5%	6%	1%	-1.8	1%
O=C(Cc1ccccc1)OCC(=O)c1ccc(F)cc1	15%	-0.4	-8	16%	-27%	-4%	-0.1	-8%
COC(=O)C1=C(c2ccc(F)cc2OCc2ccccc2)C[C@@H]2CC[C@H]1N2C(=O)NCc1ccccc1Br	-22%	-2.6	5	0%	-9%	-6%	-3.9	6%
c1ccc(CCN2CCCCC2)nc1	5%	0.3	7	10%	5%	3%	-0.3	-5%
C=CC12CN(C)[C@@H]3C4CO[C@H](C[C@H]41)[C@]1(C(=O)Nc4ccccc41)[C@@H]32 (stereo partly drawn)	-6%	0.6	0	2%	-1%	-24%	0.1	-8%
CC1(C)CN=C(NCc2ccccc2Cl)S1	4%	-0.5	nt	12%	-8%	-8%	-2.9	-6%
CC12CN3CC(C)(CN(C1)C3c1cccnc1)C2=O (stereo not drawn)	-2%	-0.6	-3	0%	6%[57.1 µM]	7%	-2.0	-2%

Screening data deposited in PubChem BioAssay by National Center for Advancing Translational Sciences (NCATS).
